Pf Dd2 growth – inhibitors of Plasmodium falciparum Dd2 growth; Potency, µM (doses to about 28.9 µM), without a hit: at the top dose activity, negative = inhibition, actives largely listed as inhibitors; 4.3% of 120,000 active; P. falciparum Dd2 growth, SYBR Green, 72 h; active means well fitted inhibition curve with a large enough effect; inconclusive means small, poorly fitted or top-dose-only effect; inactive means no such curve, though single readings can be large or run the other way;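 further: plate controls were DMSO vehicle for no effect and reference drug for full effect; nearly all actives have a fitted effect of over 65% in size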
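Readout: SYBR Green fluorescence, 485 nm excitation, 535 nm emission, after ~16 h lysis at 37C. Before that, Dd2-infected red cells (2.5% hematocrit) grew 72 h with compound, 29 uM top final concentration.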
* = called active by the depositor; [ ] = another dose, or the depositor's remark. Potency means the concentration at half of the fitted maximal effect. Not all compounds are listed; rates above refer to the full screens.

For Cc1oc(-c2cccc(Cl)c2)nc1CN1CCC(C(=O)NCCc2ccc(Cl)cc2)CC1 the results were Pf Dd2 growth inactive.
For COc1ccc(N2CCN(C(=O)C3Cc4ccccc4N3C(C)=O)CC2)cc1 (stereo not given) the results were Pf Dd2 growth -14%.
`O=C1NCCCCCCN[C@H]2CCCC[C@@H]12` gave Pf Dd2 growth inconclusive.
COc1ccc(C(=O)N2CC(=O)Nc3ccc(Br)cc3C2c2ccc(F)cc2)cc1OC (stereo not given) was read as Pf Dd2 growth -24%.
Screening CCCCOc1cccc(C(=O)Nc2cccc(-c3nc4ncccc4o3)c2C)c1 returned Pf Dd2 growth inconclusive.
Screening Cc1ccc(-c2nc3nc(C)cc(C)n3c2Nc2ccc3c(c2)OCCO3)cc1 returned Pf Dd2 growth inconclusive.
COc1ccc(Cn2c(CNC(=O)c3ccc(N(C)C)cc3)nc3cccnc32)cc1 was read as Pf Dd2 growth -27%.
`CCn1c(=O)c(=O)n(CC)c2cc(S(=O)(=O)Nc3ccc(C)cc3)ccc21` gave Pf Dd2 growth 8%.
Screening COc1cccc(C(=O)N2CCC3(CC2)CC(OC)CCO3)c1 (stereo not given) returned Pf Dd2 growth -16%.
CCn1c(CN2CCC(C)CC2)nc2cc(NC(=O)COc3ccc([N+](=O)[O-])cc3)ccc21 was read as Pf Dd2 growth inconclusive.
O=C(C1CCCO1)N1CCc2[nH]nc(C(c3ccccc3)c3ccccc3)c2C1 (stereo not given) was read as Pf Dd2 growth -22%.
`Cc1ccc(C(=O)Nc2nc3nc(-c4ccccc4)cc(=O)n3[nH]2)cc1` gave Pf Dd2 growth 22%.
COc1ccc(C(=O)NC2CCN(c3cc(-c4cccs4)[nH]n3)C2)cn1 (stereo not given) was read as Pf Dd2 growth inactive.
Screening CC(C)c1ccc(-c2noc(SCC(=O)N3CCCCC3C)n2)cc1 (stereo not given) returned Pf Dd2 growth 2.2µM*.
Cc1n[nH]c(C)c1C(N)C(=O)N1CCN(c2ccc3nccn3n2)CC1 (stereo not given) was read as Pf Dd2 growth 21%.
`Cc1ccc(C)c(N2CCN(S(=O)(=O)c3cn(C)c(C)n3)CC2)c1` gave Pf Dd2 growth 35%[activator].
`CSc1ccc(CCNC(=O)CCc2c(C)nc3cc(-c4ccccc4)nn3c2C)cc1` gave Pf Dd2 growth -5%.
For Cc1c(CNCCCc2ccccc2)c(C(=O)O)c(C)n1Cc1cccc(Cl)c1 the results were Pf Dd2 growth 8.9µM*.
For CCOC(=O)C1CCC(CN(Cc2ccc(OC)cc2)S(=O)(=O)c2ccc(F)c(C(=O)Nc3c(C)cccc3C)c2)CC1 (stereo not given) the results were Pf Dd2 growth 5%.
Screening CC(C)n1nc(OC(C)(C)C(=O)NCc2ccncc2)c2cc(CN3CCOCC3)ccc21 returned Pf Dd2 growth inactive.
Screening CN1C[C@H](N(C)C)CCC[C@@H](C(=O)N(C)Cc2cccnc2)CC1=O returned Pf Dd2 growth -2%[44.1 µM].
For COc1ccc2[nH]c3c(c2c1)CCN(C)C31CCN(C(=O)c2ccccc2)CC1 the results were Pf Dd2 growth inactive.
Screening O=C(NCCc1ccncc1)C1Cn2cccc2C(=O)N1Cc1ccccc1 (stereo not given) returned Pf Dd2 growth inactive.
Screening CCN(CC)S(=O)(=O)c1ccc2c(c1)N(CC(=O)NCCCN1CCN(c3ccc(OC)cc3)CC1)C(=O)CO2 returned Pf Dd2 growth inconclusive.
`COc1ccc(C(=O)N2CCCn3ccnc3C2C(C)C)c(OC)c1` (stereo not given) gave Pf Dd2 growth -21%.
Screening C[S+](=O)([O-])c1ccc(-c2cnc3n[nH]c(-c4ccccc4)c3n2)cc1 returned Pf Dd2 growth inconclusive.
O=C(CCc1cc2n(n1)CCCNC2)N[C@H]1CCC[C@H]1Cc1ccc(F)cc1 was read as Pf Dd2 growth -23%.
`CCC(=O)N1c2ccccc2CC1C(=O)NCCN1CCN(c2ccccc2F)CC1` (stereo not given) gave Pf Dd2 growth 10%.
`O=C(NC1C[C@H]2CC[C@@H](C1)N2C(=O)c1cccc(C(F)(F)F)c1)c1ccncc1` (stereo not given in full) gave Pf Dd2 growth -10%.
`Cc1cccc(NC(=O)CN(C)S(=O)(=O)c2ccc3c(c2)CCC(=O)N3)c1C` gave Pf Dd2 growth inconclusive.
For Cc1cc(C)c(NC(=O)Cn2c(=O)n(Cc3ccc4c(c3)OCO4)c(=O)c3ccccc32)c(C)c1 the results were Pf Dd2 growth inconclusive.
For N#Cc1ccc(C(=O)N2Cc3[nH]cnc3C[C@H]2c2nc(-c3ccc4c(c3)OCO4)no2)cc1 the results were Pf Dd2 growth 10µM*.
Screening CNC(=O)[C@@H]1C[C@@H](n2cc(CNC(=O)Cc3ccccc3)nn2)CN1 returned Pf Dd2 growth 1%.
For Cc1cc2c(cc1S(=O)(=O)N1CCCCC1)OCC(=O)N2 the results were Pf Dd2 growth inconclusive.
`O=C(c1cc(C2CC2)[nH]n1)N1CCc2n[nH]c(=O)n2CC1` gave Pf Dd2 growth inactive.
Screening O=C(c1coc(CN2CCOCC2)c1)N1CCC2(CC1)[C@H](O)C[C@@H]2O returned Pf Dd2 growth -11%.
Screening CCCc1cc(=O)[nH]c(SCC(=O)N2CCN(c3ccccc3)CC2)n1 returned Pf Dd2 growth 12%.
For Cc1cc(C)n(-c2ccc(NC(=O)C3CCCCN3C(=O)c3ccc[n+]([O-])c3)cc2)n1 (stereo not given) the results were Pf Dd2 growth -3%.
For COCCNC(=O)[C@@H]1C[C@H](Oc2ccccc2)CN1C(=O)c1ccc(OC)nc1OC the results were Pf Dd2 growth 37%[activator].
COc1ccc(-n2ccnc(NCc3ccccc3OC)c2=O)cc1 was read as Pf Dd2 growth inactive.
Screening CCOc1ccccc1-c1nc(C2CC(=O)N(c3ccc(C)cc3)C2)no1 (stereo not given) returned Pf Dd2 growth 3%.
Cc1nn(-c2ccc(C(C)C)cc2)c(C)c1[C@@H]1C=C[C@@H](NC(=O)Nc2ccccc2)C1 was read as Pf Dd2 growth 11µM*.
For Cc1ccc(C2Cn3nnc(-c4noc(-c5nn(C)c6ccccc56)n4)c3CO2)cc1 (stereo not given) the results were Pf Dd2 growth inconclusive.
For COc1ccc(C(CC(=O)N2CCCC2)c2cn(Cc3ccccc3)c3ccccc23)cc1OC (stereo not given) the results were Pf Dd2 growth inactive.
Screening CN(Cc1ccc(C(F)(F)F)cc1)Cc1cccn1C returned Pf Dd2 growth 14%[44.1 µM].

Entries shown so far that have a halogen, in the order listed:
For Cc1oc(-c2cccc(Cl)c2)nc1CN1CCC(C(=O)NCCc2ccc(Cl)cc2)CC1 the results were Pf Dd2 growth inactive.
COc1ccc(C(=O)N2CC(=O)Nc3ccc(Br)cc3C2c2ccc(F)cc2)cc1OC (stereo not given) was read as Pf Dd2 growth -24%.
For Cc1c(CNCCCc2ccccc2)c(C(=O)O)c(C)n1Cc1cccc(Cl)c1 the results were Pf Dd2 growth 8.9µM*.
For CCOC(=O)C1CCC(CN(Cc2ccc(OC)cc2)S(=O)(=O)c2ccc(F)c(C(=O)Nc3c(C)cccc3C)c2)CC1 (stereo not given) the results were Pf Dd2 growth 5%.
O=C(CCc1cc2n(n1)CCCNC2)N[C@H]1CCC[C@H]1Cc1ccc(F)cc1 was read as Pf Dd2 growth -23%.
`CCC(=O)N1c2ccccc2CC1C(=O)NCCN1CCN(c2ccccc2F)CC1` (stereo not given) gave Pf Dd2 growth 10%.
`O=C(NC1C[C@H]2CC[C@@H](C1)N2C(=O)c1cccc(C(F)(F)F)c1)c1ccncc1` (stereo not given in full) gave Pf Dd2 growth -10%.
Screening CN(Cc1ccc(C(F)(F)F)cc1)Cc1cccn1C returned Pf Dd2 growth 14%[44.1 µM].

Other compounds.
For Cn1nc2n(c1=O)CCN(S(=O)(=O)c1ccc(C#N)cc1)CC2 the results were Pf Dd2 growth 47%[activator].
COCC(=O)N1CCOC[C@H](Oc2ccc(C(F)(F)F)cc2)C1 was read as Pf Dd2 growth -12%[44.1 µM].
For CC(C)(C)C(=O)N1CC[C@@H](CC(=O)O)[C@@H](CCN2CCN(c3cccc(C(F)(F)F)c3)CC2)C1 the results were Pf Dd2 growth inactive.
COCC(=O)N[C@@H]1CN(Cc2ccc(C)s2)CC[C@@H]1c1n[nH]c(C)n1 was read as Pf Dd2 growth -23%.
For Cc1ccc(-c2noc(CSc3nnc(-c4ccc(Cl)cc4)n3C)n2)cc1 the results were Pf Dd2 growth 9%.
For Cc1cc(C)n(CCC(=O)NC2CCCN(c3cc(-c4ccc(Cl)cc4)[nH]n3)C2)n1 (stereo not given) the results were Pf Dd2 growth inactive.
For COc1ccccc1C(=O)Nc1ccc(OCc2cc(=O)n3cc(C)sc3n2)cc1 the results were Pf Dd2 growth -23%.
For Cc1ccc(Nc2nnc(-c3ccc(C)c(S(=O)(=O)N4CCOCC4)c3)c3ccccc23)c(C)c1 the results were Pf Dd2 growth 7.9µM*.
For N#Cc1cc2c(nc1SCC(=O)Nc1ccc(OC(F)(F)F)cc1)C1CCN2CC1 the results were Pf Dd2 growth inconclusive.
For Cc1cc(Cl)ccc1S(=O)(=O)NC1CCc2nn(C)c(=O)n2CC1 (stereo not given) the results were Pf Dd2 growth 41%[activator].
Screening CCC(=O)N1CCc2cc(S(=O)(=O)NC(Cc3ccccc3)C(=O)NCc3ccccc3)ccc21 (stereo not given) returned Pf Dd2 growth 20%.
Screening Cn1cncc1C(=O)N1CC(F)(F)C[C@H]1c1nc(C2CC2)no1 returned Pf Dd2 growth 34%.
Screening Cc1cc2c(cc3c(SCc4cccc(F)c4)nnc(C)n32)o1 returned Pf Dd2 growth inconclusive.
COc1cccc(CNC(=O)c2c(O)nc3ccccn3c2=O)c1 was read as Pf Dd2 growth -11%.
Screening Cc1ccc(OCCn2c(CNc3cccc(C)c3)nc3ccccc32)cc1 returned Pf Dd2 growth inconclusive.
Screening Cc1cc(C)cc(C(=O)Nc2ccc(-c3nnc4n3CCCC4)cc2)c1 returned Pf Dd2 growth inactive.
For CC(C)n1c(C2CCN(C(=O)CN3CCCCCC3)CC2)nn(C)c1=O the results were Pf Dd2 growth -8%.
`CC1=Nc2cc(C(=O)N3CCC(C)CC3)ccc2Sc2ccc(Cl)cc21` gave Pf Dd2 growth -3%.
`CCc1ccc(NC(=O)N(C)CC2CCOC2)cc1` (stereo not given) gave Pf Dd2 growth inactive[5.79 µM].
O=S(=O)(NCC(c1ccco1)N1CCN(c2ccccc2)CC1)c1cc(F)ccc1F (stereo not given) was read as Pf Dd2 growth inactive.
`CC(NC(=O)c1ccc(Cn2c(SCc3ccccc3)nc3cccnc32)cc1)c1ccccc1` (stereo not given) gave Pf Dd2 growth 14%.
For COc1ccccc1-c1noc(-c2ccc(NCc3cccnc3)c([N+](=O)[O-])c2)n1 the results were Pf Dd2 growth -18%.
COc1cccc(CN2CCN(c3nc4c(s3)c(C)nn4C)CC2=O)c1 was read as Pf Dd2 growth -12%.
For COCCNC(=O)CCSc1nc(-c2ccc3c(c2)OCO3)cc(C(F)(F)F)n1 the results were Pf Dd2 growth inconclusive.
CCC(CC)N1CCCC(c2nc(-c3cccnc3)no2)CCNC(=O)CC1 (stereo not given) was read as Pf Dd2 growth 18%.
`O=C(c1cccs1)N1CCC2(CC1)CC(OCC1CC1)CCO2` (stereo not given) gave Pf Dd2 growth 24%.
Cc1ccc(N2CC(NC(=O)c3ccccc3C(F)(F)F)CC2=O)cc1C (stereo not given) was read as Pf Dd2 growth 5%.
For CCCOCc1cc(CN2CCN(c3cccc(Cl)c3)CC2)c(O)c2ncccc12 the results were Pf Dd2 growth 3.2µM*.
Screening CCOC(=O)c1cc(OC(=O)c2ccccc2Cl)n(-c2ccccc2)n1 returned Pf Dd2 growth -25%.
For Cc1ccc(C(=O)N2CCC3(C2)C(=O)N(C)c2ccccc23)cc1 (stereo not given) the results were Pf Dd2 growth -6%[44.1 µM].
`COC(=O)c1cnc(N2CCN(c3ccccc3OC)CC2)c2ccccc12` gave Pf Dd2 growth inactive.
`Cc1ccc(-c2nnc(SCC(=O)N3CCCc4ccccc43)o2)cc1` gave Pf Dd2 growth 3%.
Screening CC(C)C(=O)Nc1ccc2c(N3CCCCC3)ncnc2c1 returned Pf Dd2 growth inactive.
For Cc1noc(-c2ccc3c(c2)OCO3)c1C(=O)NCCCOC(C)C the results were Pf Dd2 growth -22%.
For CC(C)Sc1ncc(Cl)c(C(=O)N(Cc2ccc(N(C)C)cc2)C2CCS(=O)(=O)C2)n1 (stereo not given) the results were Pf Dd2 growth inactive.
COc1ccc([C@@H]2CN(C(=O)CCn3nccc3C)C[C@H]2N(C)C)cc1 was read as Pf Dd2 growth -15%.
CCOc1ccc(NC(=O)CN(c2ccc(C)cc2)S(=O)(=O)c2cccs2)cc1 was read as Pf Dd2 growth 0%.
Screening O=C(c1ccoc1)N1CCCN(c2cc(-c3ccc(Cl)cc3)[nH]n2)CC1 returned Pf Dd2 growth -9%.
Screening O=C(CN1CCCn2nc(CO)cc2C1)Nc1nnc(C2CCC2)s1 returned Pf Dd2 growth inconclusive.
Cc1cc(=O)n(CC(=O)Nc2ccccc2F)c(-c2ccc(F)cc2)n1 was read as Pf Dd2 growth inconclusive.
For O=C1CCC[C@@H]2C3CC(CN(C(=O)C4(c5ccccc5)CC4)C3)CN12 (stereo not given in full) the results were Pf Dd2 growth -7%.
CC(Cn1cccn1)C(=O)N1CCc2onc(-c3ccc(F)c(F)c3)c2C1 (stereo not given) was read as Pf Dd2 growth -16%.
For COc1ccccc1CNC(=O)c1c(OCC2CC2)cc(=O)n2c1CCCCC2 the results were Pf Dd2 growth -7%.
Screening Cc1ccc2c(=O)cc(C(=O)N(Cc3ccccc3Cl)C3CCS(=O)(=O)C3)oc2c1 (stereo not given) returned Pf Dd2 growth inactive.
Screening COc1cccc(CNC(=O)Cn2c(=O)ccc3cc(S(=O)(=O)N4CCCC4)ccc32)c1 returned Pf Dd2 growth 22%.

Among those listed so far, 2 have a nitro group on carbon:
CCn1c(CN2CCC(C)CC2)nc2cc(NC(=O)COc3ccc([N+](=O)[O-])cc3)ccc21 was read as Pf Dd2 growth inconclusive.
For COc1ccccc1-c1noc(-c2ccc(NCc3cccnc3)c([N+](=O)[O-])c2)n1 the results were Pf Dd2 growth -18%.

Assay outcomes (PubChem BioAssay)
